From PubChem BioAssay
NALP1 yeast inh: blocks the NALP1 inflammasome reconstituted in yeast. inhibition, % at 10 µM. 280,000 tested, 0.61% active. S. cerevisiae NALP1/ASC/caspase-1 growth, X-gal OD620, 72 h; in the data active means inhibition mostly above about 24%, no sharp cut-off; inactive means mostly below about 32%; further: some compounds called inactive have numbers as strong as hits
UBC9 SUMO inh: SUMOylation inhibition; P63279; HTRF SUMOylation assay, SAE1/SAE2 + UBC9, in vitro; inhibition, % at 35 µM; 290,000 tested, 0.36% active; AID 2006; in the data active means inhibition above about 50%, passing the limit was not always enough; further: strong numbers were not always called active
Target sequence (P63279 whole entry, looked up): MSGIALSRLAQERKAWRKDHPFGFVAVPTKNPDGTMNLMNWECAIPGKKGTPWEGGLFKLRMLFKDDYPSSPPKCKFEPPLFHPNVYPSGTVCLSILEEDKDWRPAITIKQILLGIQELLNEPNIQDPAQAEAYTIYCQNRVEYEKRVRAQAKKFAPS
MEKK2 WT-MEK5: raises or lowers MEK5 binding to wildtype human MEKK2 PB1 domain; binding response (% of control), % at 10 µM; Q9Y2U5; bead flow cytometry, Alexa488-MEK5 binding to MEKK2 WT; actives lie on both sides; 290,000 tested, 1.1% active; in the data active means binding response below about 67% or above about 130%
MEKK2mut PB1 HTS: signal of MEK5 binding to mutant human MEKK2 PB1 domain; bead flow cytometry, Alexa488-MEK5 binding to MEKK2 mutant; AID 1530; percent response, % at 10 µM; 290,000 tested, 0.35% active; in the data active means percent response above about 24%, passing the limit was not always enough; further: inactives centre near 1; some results filed as inactive read as strong as hits; reference of the scale not given here
MEKK3 PB1 HTS: modulators (inhibitors or enhancers) of MEK5 binding to human MEKK3 PB1 domain | 290,000 tested, 1.4% active | Q99759 | AID 1529 | binding response (% of control), % at 10 µM | bead-based flow cytometry, Alexa488-MEK5 binding to MEKK3; actives lie on both sides; 0 = blocked by unlabeled MEK5, 100 = vehicle;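 active means binding response more than 3 SD above or below the average of its plate-row segment, actives on both sides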;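 further: Alexa488 bead fluorescence after subtracting the streptavidin-only scavenger bead signal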
p-CIP stab down: lowers stability of the mouse p/CIP coactivator protein; Q05BA5; F442A p/CIP-EGFP cells, EGFP fluorescence, 16 h; decrease of EGFP signal, % at 10 µM; 290,000 tested, 0.01% active;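 active means EGFP signal decrease of at least 30% at 10 µM or well 3 SD below plate mean, unless failing retest; inactive means the rest, including hits failing retest or dose response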; further: some compounds called inactive have numbers as strong as hits; many of its hits are not listed in these tables
IDE inh: cellular human IDE inhibition. HEK cells, FAbetaB cleavage, fluorescence polarization. inhibition, % at 5.59 µM. 320,000 tested, 0.41% active. P14735;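 active means percent inhibition above the average of all tested compounds plus 3 SD, set per screening campaign, cut at about 16% in these data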;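 further: IDE supplied by intact live HEK cells; FP after avidin binding of uncleaved biotin substrate so inhibition keeps polarization high; 0% = DMSO wells and 100% = 60 µM reference IDE inhibitor Ii1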
IDE act: boosts human insulin-degrading enzyme activity in HEK cells; 340,000 tested, 0.073% active; FAbeta-B cleavage, fluorescence polarization; 0% vehicle, 100% cell-free pure enzyme wells; activation, % at 5.96 µM; P14735;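 active means activation above the mean of all tested compounds plus 3 SD, set per screening campaign, cut at about 17% in these data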
PfM18AAP inh: blocks P. falciparum M18 aspartyl aminopeptidase | recombinant PfM18AAP, H-Glu-NHMec fluorogenic cleavage | inhibition, % at 7.35 µM | 290,000 tested, 1.2% active;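 active means inhibition above the campaign mean inhibition over all tested compounds plus 3 SD, cut at about 28% in these data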;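 further: 0% = plate median of test compound wells and 100% = 2 mM ZnCl2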
Numbers without * were called inactive; · = no result given. These rows are one share of the data (hit frequency here may not be typical).

structure	NALP1 yeast inh	UBC9 SUMO inh	MEKK2 WT-MEK5	MEKK2mut PB1 HTS	MEKK3 PB1 HTS	p-CIP stab down	IDE inh	IDE act	PfM18AAP inh
Cc1ccc(NC(=O)CCC(=O)OC(C(=O)c2ccc(C)c(C)c2)c2ccccc2)c(C)c1 (stereo not given)	-9	3	93	-4	99	2	2	0	-2
COc1ccc(C(=O)CN2C(=O)COc3ccccc32)cc1	20	-13	93	-8	99	-20	2	7	10
N#Cc1ccc(C23CC4(C2)[C@H](CN(Cc2ccc(C(F)(F)F)cc2)[C@@H]4c2ccccc2)C3c2ccc(Cl)nc2)cc1 (stereo not given in full)	·	3	95	4	109	3	·	·	·
CC(=O)NC(Cc1cccc(F)c1)C(=O)NC1CCN(C(=O)c2ccc(C)cc2)CC1 (stereo not given)	-12	6	97	-5	100	10	-2	4	-5
Cc1noc(NS(=O)(=O)c2ccc(N3CC(O)=C(c4ccccc4)C3=N)cc2)c1C	27	-5	97	-2	91	1	0	2	7
CCS(=O)(=O)N1CCCC(C(=O)NCCCN2CCCC2=O)C1 (stereo not given)	22	15	97	1	98	-2	3	-2	-5
Nc1cc(=O)nc(SCC(=O)N(C2CCCCC2)C2CCCCC2)n1-c1ccccc1	2	-22	106	6	112	-5	1	8	-2
CCNC(=O)c1sc2cc(C)ccc2c1Cl	17	14	100	-4	90	-8	8	2	-1
Cn1c2ccccc2c2nnc(SCC(N)=O)nc21	14	-2	98	-7	99	-4	-1	5	2
O=C(Oc1ccccc1/C=C\C(=O)c1cc2ccccc2o1)c1ccccc1	28	14	101	-2	100	-11	2	1	18
Cc1cccnc1NC(=O)C(C)Oc1ccccc1 (stereo not given)	20	16	100	2	101	-8	-2	4	2
O=C(OCCCN=C1NS(=O)(=O)c2ccccc21)c1ccccc1F	7	-3	92	-1	101	-15	2	-3	2

3 entries already listed, arranged by the value under MEKK2 WT-MEK5, largest number first.
smiles,NALP1 yeast inh,UBC9 SUMO inh,MEKK2 WT-MEK5,MEKK2mut PB1 HTS,MEKK3 PB1 HTS,p-CIP stab down,IDE inh,IDE act,PfM18AAP inh
O=C(Oc1ccccc1/C=C\C(=O)c1cc2ccccc2o1)c1ccccc1,28,14,101,-2,100,-11,2,1,18
CCNC(=O)c1sc2cc(C)ccc2c1Cl,17,14,100,-4,90,-8,8,2,-1
Cc1ccc(NC(=O)CCC(=O)OC(C(=O)c2ccc(C)c(C)c2)c2ccccc2)c(C)c1 (stereo not given),-9,3,93,-4,99,2,2,0,-2

Back to the main list with the 4 entries that preceded the break.
structure	NALP1 yeast inh	UBC9 SUMO inh	MEKK2 WT-MEK5	MEKK2mut PB1 HTS	MEKK3 PB1 HTS	p-CIP stab down	IDE inh	IDE act	PfM18AAP inh
Cn1c2ccccc2c2nnc(SCC(N)=O)nc21	14	-2	98	-7	99	-4	-1	5	2
O=C(Oc1ccccc1/C=C\C(=O)c1cc2ccccc2o1)c1ccccc1	28	14	101	-2	100	-11	2	1	18
Cc1cccnc1NC(=O)C(C)Oc1ccccc1 (stereo not given)	20	16	100	2	101	-8	-2	4	2
O=C(OCCCN=C1NS(=O)(=O)c2ccccc21)c1ccccc1F	7	-3	92	-1	101	-15	2	-3	2
O=C(NC1CCCCC1)c1ccc(CS(=O)(=O)Cc2ccccc2F)o1	-98	3	102	1	102	-8	4	3	4
CC(=O)Nc1c(O)nc(SCC(=O)Nc2c(C)cccc2C)[nH]c1=O	-4	1	111	3	101	-6	-3	0	5
CCOC(=O)C1CCc2nc3ccccc3c(=O)n21 (stereo not given)	3	0	107	13	103	3	1	2	0
Cn1c(=O)cc(SCC(=O)NCCCN2CCOCC2)c2ccc(Cl)cc21	20	25	100	-1	100	-19	2	4	-3
CCOc1ccccc1C(=O)NC(C(=O)NCc1ccc(F)cc1)C(C)C (stereo not given)	2	5	96	3	102	-10	0	7	2
CCOc1cc(C(C#N)N2CCOCC2)ccc1OC (stereo not given)	14	17	98	-5	96	-10	4	2	6
COc1ccc(N2CCN(C(=O)C3CCN(S(=O)(=O)c4ccc(F)cc4)CC3)CC2)cc1	6	14	97	-3	104	6	5	-3	6
Cc1nc(-c2ccc(NC(=O)/C=C\C(=O)O)cc2)cs1	-45	8	100	0	99	-1	3	2	3
Cc1ccn(C(C)CC(=O)Nc2ccc(-c3ccno3)cc2)n1 (stereo not given)	1	23	105	1	101	-13	9	6	-3
CCn1c(=O)cc(SCC(=O)NCc2ccc3c(c2)OCO3)c2ccccc21	-7	-7	97	0	99	-18	-3	3	13
CCCCN(C)CCNC(=O)c1cc2c(-c3cccc(OC)c3)nn(C)c2s1	4	28	115	9	90	5	-3	-1	-1
COc1ccc(CC(=O)NCc2n[nH]c(=S)n2-c2ccc(F)cc2)cc1	-38	4	95	-1	98	-2	1	7	23
C=CCN(CC=C)C(=S)NC(=O)c1ccc(OC)c(Br)c1	11	34	102	4	106	-16	-1	5	-5
O=C(NCCCNC(=O)c1cc(Cl)ccc1Cl)c1ccccn1	3	11	98	6	101	-10	6	3	12

Ordered by number of heavy atoms (ascending): part of the list above
structure	NALP1 yeast inh	UBC9 SUMO inh	MEKK2 WT-MEK5	MEKK2mut PB1 HTS	MEKK3 PB1 HTS	p-CIP stab down	IDE inh	IDE act	PfM18AAP inh
Cc1nc(-c2ccc(NC(=O)/C=C\C(=O)O)cc2)cs1	-45	8	100	0	99	-1	3	2	3
C=CCN(CC=C)C(=S)NC(=O)c1ccc(OC)c(Br)c1	11	34	102	4	106	-16	-1	5	-5
Cc1ccn(C(C)CC(=O)Nc2ccc(-c3ccno3)cc2)n1 (stereo not given)	1	23	105	1	101	-13	9	6	-3
Cn1c(=O)cc(SCC(=O)NCCCN2CCOCC2)c2ccc(Cl)cc21	20	25	100	-1	100	-19	2	4	-3
COc1ccc(N2CCN(C(=O)C3CCN(S(=O)(=O)c4ccc(F)cc4)CC3)CC2)cc1	6	14	97	-3	104	6	5	-3	6
